AmpC det inh – AmpC beta-lactamase inhibition, detergent assay | P00811 | purified AmpC, nitrocefin hydrolysis with detergent | Potency, µM (series often up to 28.7 µM), for the others: top-dose activity change, negative = inhibition | 0.09% of 71,000 active; active = well fitted curve in the direction sought with a large enough effect
Target sequence (P00811 whole entry, looked up): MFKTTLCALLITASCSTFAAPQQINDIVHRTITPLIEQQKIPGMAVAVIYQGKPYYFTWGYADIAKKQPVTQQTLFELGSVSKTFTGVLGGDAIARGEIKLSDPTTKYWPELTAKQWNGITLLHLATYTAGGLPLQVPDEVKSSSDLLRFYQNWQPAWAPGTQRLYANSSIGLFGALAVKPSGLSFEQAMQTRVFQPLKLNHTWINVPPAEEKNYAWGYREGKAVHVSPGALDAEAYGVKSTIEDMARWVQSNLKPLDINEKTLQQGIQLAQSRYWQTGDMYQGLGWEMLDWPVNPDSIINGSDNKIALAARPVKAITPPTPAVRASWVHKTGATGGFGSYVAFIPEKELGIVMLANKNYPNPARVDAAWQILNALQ
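E. coli AmpC (5.3 nM) in 20 mM phosphate pH 7.0 with 0.01% Triton X-100, preincubated 15 min RT with compound; nitrocefin (2 uL of 800 uM stock) hydrolysis followed by 480 nm absorbance every 20 s over 4 min.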
An asterisk follows results filed as active; [ ] = another dose, or the depositor's remark. % is set by controls: 0 for no effect and ±100 for the full control effect; potency is the fitted concentration of half-maximal effect. A portion of the library; the hit share may differ from the screen's.

Structure	AmpC det inh
CCN1CCN(C(=O)c2ccc3c(=O)n(CCC4=CCCCC4)c(=O)[nH]c3c2)CC1	-0.5%
CC(=O)OC(C(=O)NCc1ccco1)c1ccncc1 (centres undefined)	1.0%
Cc1ccc(C)c(NC(=O)CSc2nnc([C@@H]3CCCN3C(=O)OC(C)(C)C)o2)c1	-0.5%
CC(C)NC(=O)CCCc1cn(C)c2ccccc12	2.5%
O=C1CC(N2CCN(Cc3ccc4c(c3)OCO4)CC2)C(=O)N1CCc1ccccc1 (centres undefined)	6.3%
CC/C=C\C[C@H]1C(=O)CC[C@@H]1CC(=O)O	-1.7%
O=C(CCC1CCCC1)Nc1ccon1	-2.0%
Clc1cccc(Cl)c1Cn1cnc2c(N3CCCCCC3)ncnc21	-5.9%
O=C(NCc1ccco1)c1ccccc1NS(=O)(=O)c1cccs1	-6.4%
O=C1c2ccccc2C2NC(=O)C3(CCCCC3)N12 (centres undefined)	-0.3%
Cc1ccsc1C(=O)OCC(=O)NCC1CCCO1 (centres undefined)	4.2%
CCN(c1ccccc1)S(=O)(=O)c1ccc2[nH]cc(C(=O)NCCOC)c(=O)c2c1	-2.7%
O=C(OCC(=O)N1CCOCC1)c1ccc[nH]c1=O	0.6%
CCOC(=O)CSc1nc2sc(C)c(C)c2c(=O)[nH]1	-2.7%
CCOC(=O)c1nnn(-c2nc(N3CCCC3)nc(N3CCCC3)n2)c1-c1ccccc1	14.0%

3 structures from above, ordered by count of non-hydrogen atoms, descending:
Structure	AmpC det inh
CC(=O)OC(C(=O)NCc1ccco1)c1ccncc1 (centres undefined)	1.0%
CCOC(=O)CSc1nc2sc(C)c(C)c2c(=O)[nH]1	-2.7%
CC/C=C\C[C@H]1C(=O)CC[C@@H]1CC(=O)O	-1.7%

Later entries
Structure	AmpC det inh
CCCc1cc(=O)n2[nH]c(NCc3ccccc3F)nc2n1	-1.2%
CCCN1C(=O)c2ccc(C(=O)NCc3ccco3)cc2C1=O	-0.7%
CCOC(=O)c1cc(=O)n2nc(-c3ccccc3F)nc2s1	-1.2%
CCN(CC)c1ccc2c(C)c(CN3CCOCC3)c(=O)oc2c1	-2.5%
CC1CCCC(C)N1C(=O)Cn1c(SCC(=O)NCc2ccc3c(c2)OCO3)nc2ccccc21 (centres undefined)	13.0%
Clc1cncc(N2CCNCC2)n1	-5.1%
Cc1csc2nc(CSc3nc4ccccc4o3)c(Br)n12	-4.1%
COc1ccccc1CNC(=O)c1cnc2sccn2c1=O	12.7%
COc1ccc(S(=O)(=O)Cc2ccc(C(=O)N3CCc4ccccc4C3)o2)cc1	5.9%
COC(=O)c1ccccc1NC(=O)CSc1nnc(CNS(=O)(=O)c2ccc(C)cc2)n1C	-2.4%
COc1ccc(Cc2nnc(NC(=O)Cc3cccs3)s2)cc1OC	-2.1%
COc1cc2nc3c4ccccc4n(CC#N)c3nc2cc1OC	-1.5%
O=c1cc(Nc2ccc3c(c2)OCCO3)[nH]c(=O)n1C1CCCCC1	-0.1%
CC(=O)Nc1cccc(-c2nnc(SCc3ccccc3C#N)n2C)c1	-9.6%
CCC(Sc1ccccn1)C(=O)Nc1nnc(C)s1 (centres undefined)	-7.3%

4 of these compounds in a different format.
CC1CCCC(C)N1C(=O)Cn1c(SCC(=O)NCc2ccc3c(c2)OCO3)nc2ccccc21 (centres undefined)
  AmpC det inh = 13.0%
Clc1cncc(N2CCNCC2)n1
  AmpC det inh = -5.1%
Cc1csc2nc(CSc3nc4ccccc4o3)c(Br)n12
  AmpC det inh = -4.1%
COc1ccccc1CNC(=O)c1cnc2sccn2c1=O
  AmpC det inh = 12.7%

The results go on:
Structure	AmpC det inh
O=C(O)C1C(c2ccccc2)C(C(=O)Oc2ccc(O)cc2)C1c1ccccc1 (centres undefined)	0.4%
COc1cccc(OC)c1C(=O)N1CC(C)OC(C)C1 (centres undefined)	-3.6%
Cc1cc(C)nc(NC(=NCc2ccc3c(c2)OCO3)NC(=O)Nc2ccccc2)n1	-3.5%
O=S1(=O)C=CC(N2CCOCC2)C1 (centres undefined)	-1.0%
COc1cccc2c1OC1(C)CC2NC(=O)N1c1cccc(C(=O)N2CCN(c3ccccn3)CC2)c1 (centres undefined)	2.9%
COC(=O)c1cccc(-n2nnnc2SCC(=O)Nc2cc(C)on2)c1	-1.4%
CCOC(=O)C1=C(N)n2c(s/c(=C/c3ccco3)c2=O)=C(C(=O)OC)C1c1ccco1 (centres undefined)	-4.6%
CC1(C)CC(=O)C(Sc2nnc(-c3ccc(NS(C)(=O)=O)cc3)n2Cc2ccco2)C(=O)C1	-10.3%
O=C(NCP(=O)(O)O)c1cccnc1	-2.8%[5.75 µM]
COc1cc(NC(=O)CSc2nccc(C)n2)c(C(=O)O)cc1OC	-5.6%
COc1ccc(CNC(=O)c2onc(C)c2Cl)cc1	5.9%
Cc1ccc(SCc2nc(-c3cccnc3)no2)cc1	-2.6%
CCCOc1ccc2oc(=O)c3c(c2c1)CCCN3C(=O)CN1CCN(c2ncccn2)CC1	-3.5%
CCn1c(SCC(=O)NC(=O)Nc2ccc3c(c2)OCCO3)nnc1-c1cccs1	-1.1%
CSc1ccc2c(c1)[C@H](N1CCN(C)CC1)Cc1ccccc1S2	-1.4%
Cc1ccccc1S(=O)(=O)Cc1ccc(C(=O)N2CCN(c3cccc(C)c3C)CC2)o1	-3.2%
CCOC(=O)c1c(-c2ccccc2)nnn1-c1nc(OCC)nc(N2CCCCC2)n1	-2.0%
O=C(COc1ccc(F)cc1)NCC1CCCO1 (centres undefined)	-5.5%
O=C(c1cc2ccccc2oc1=O)N1CCCC1	-4.3%
CC(OC(=O)c1cc2sccc2n1C)C(=O)NCCc1ccccc1 (centres undefined)	-1.1%
O[Si@](CCCN1CCCCC1)(c1ccc(F)cc1)C1CCCCC1	2.3%
O=C(O)c1ccc(S(=O)(=O)Nc2ccc(F)c(Cl)c2)cc1	-4.6%
CCCCn1c(NCc2ccccc2O)nc2ccccc21	14.0%
CCOc1ccc(C(=O)CN2CCN(S(=O)(=O)c3ccc(F)cc3)CC2)cc1	7.2%
COc1ccc(CCNC2=NCCS2)cc1	-4.4%
CN(c1ccc(C(=O)Nc2ccccc2C(=O)N2CCCC2)cc1)S(C)(=O)=O	-2.8%
CCCC12CN3CC(C)(CN(C1)C31C(=O)Nc3ccc(C)cc31)C2=O (centres undefined)	-2.6%
COc1ccccc1C(=O)NCC(=O)Nc1ccccc1	-1.7%
c1ccc(-n2nnnc2SCCCSc2nc3ccccc3s2)cc1	-0.2%
COCCn1c(=O)c(-c2ccc(F)cc2)nc2cnc(OCc3ccccc3)nc21	-1.1%
COc1cccc(C2=NOC(C(=O)NCc3ccco3)C2)c1 (centres undefined)	-2.6%
CCOC(=O)c1[nH]c2ccc(OC)cc2c1NC(=O)N1CCOCC1	-3.7%
COC(=O)c1cc(=O)nc2sccn12	-3.4%
O=C(C1CCN(S(=O)(=O)N2CCC3(CC2)OCCO3)CC1)N1CCc2ccccc2C1	-2.3%
O=C(Nc1ccc2c(c1)OCCO2)c1cncc(Br)c1	-2.7%
COc1ccccc1N1CCN(C(=O)c2ccncc2)CC1	-1.4%
O=C(CC(=O)c1ccccc1)Nc1ccc2c(c1)OCCO2	-2.8%
Cc1cc(C)n(-c2nc3c(c(=O)[nH]c(=O)n3C)n2Cc2ccccc2)n1	-1.4%
COC(=O)CSc1nnc(-c2ccco2)n1Cc1ccco1	2.2%
COc1ccc2c3c1O[C@@H]1C(=O)CC[C@@]4(O)[C@@H](C2)N(CC2CC2)CC[C@]314	0.5%
CCN(CCNC(=O)CC1Oc2ccccc2NC1=O)c1ccccc1 (centres undefined)	12.7%
NCCc1c[nH]c2ccccc12	-1.3%
COc1ncc2nc(C)c(=O)n(Cc3ccc(F)cc3)c2n1	2.0%
O=C(Nc1cccc(-c2nc3ccccc3[nH]2)c1)c1ccco1	-5.1%
Cc1ccc(C)c(N2CCN(C(=O)C3CCN(c4nc(C)cc(C)n4)CC3)CC2)c1	0.7%
Cn1c(C(=O)N2CCC(C(=O)N3CCOCC3)CC2)cc2sccc21	9.1%
O=C(O)c1nn(-c2ccc(Cl)cc2)ccc1=O	1.8%
CC(=O)c1cccc(NC(=O)CN(c2ccccc2)S(C)(=O)=O)c1	7.7%
COC(=O)CN1CCN(C(c2ccccc2)c2ccccc2)CC1	-3.9%
Cc1cccc(N(CC(=O)NC2CCCC2)C(=O)CS(=O)CC(=O)Nc2ccc3c(c2)OCO3)c1 (centres undefined)	-2.1%
CC1Cc2ccccc2N1C(=O)CSc1nnc(-c2ccc(S(=O)(=O)N3CCCCC3)cc2)o1 (centres undefined)	-0.1%
CCC1CCCCN1CCCNC(=O)c1cn(CC(C)C)c(=O)c2cc(OC)c(OC)cc12 (centres undefined)	10.0%
COc1ccc(C2c3c(oc4ccccc4c3=O)C(=O)N2c2ccc(C)cn2)cc1OC (centres undefined)	12.0%
CCN1C[C@@]2(COC)CC[C@H](OC)[C@]34[C@@H]1[C@]1(OCO[C@@]15C[C@@H](OC)C1C[C@H]3[C@H]5[C@@H]1OC)[C@H](O)[C@@H]24	-1.1%[12.8 µM]
Cc1ccc(C)c2[nH]c(=O)c(CCNC(=O)c3ccc(S(=O)(=O)N(C)C)cc3)cc12	9.2%
CC(CCc1ccccc1)NC(=O)c1cccnc1 (centres undefined)	-2.1%
N#Cc1c(/N=C/N2CCOCC2)sc2c1CCCCC2	-0.5%
COC(=O)c1ccc(COc2cc(C)cc3oc(=O)c4c(c23)CCCC4)o1	1.2%
COC(=O)c1cccc(CSc2nnc(-c3ccco3)n2-c2ccccc2)c1	-0.5%
CCOC(=O)N1CCC(NS(=O)(=O)c2ccc3c(c2)oc(=O)n3C)CC1	-2.8%

Other results.
Structure	AmpC det inh
COc1ccc(OC)c(C2=Nn3c(nnc3-c3cc(OC)c(OC)c(OC)c3)SC2)c1	1.1%
CCC1(C)Nc2ccccc2C(=O)N1O (centres undefined)	0.7%
O=[N+]([O-])C(Br)Br	11.4%
N#CC(C(=O)NC1CCCCC1)c1nc2ccccc2nc1N1CCCCC1 (centres undefined)	-4.3%
C=CCn1c(Cc2cccs2)nnc1SCC(=O)c1ccc(F)cc1	-2.7%
CCCC[C@@H]1C[C@H]1C(NC(=O)c1cccnc1)c1ccc(Cl)cc1 (some centres undefined)	-3.6%
N#Cc1c(N)n(C2CCCCC2)c2nc3ccccc3nc12	-5.3%
Cc1ccnc(N2CCN(C(=O)CSc3nc4ccccc4nc3N3CCCCC3)CC2)c1	1.7%
Cc1ccc(S(=O)(=O)N2CCCN(S(=O)(=O)C3CCS(=O)(=O)C3)CC2)cc1 (centres undefined)	1.8%
COCCNc1ncnc2ccc(-c3ccccc3CN(C)C)cc12	8.5%
O=C(COc1ccc(S(=O)(=O)N2CCCC2)cc1Cl)NCc1ccco1	-2.9%
Cc1ccc2[nH]c(=O)c(CN(CCCO)S(=O)(=O)c3cccc4nsnc34)cc2c1	31.6%
O=C(NCCN1CCOCC1)Nc1ccc(Cl)cc1	-2.6%
O=C1c2ccccc2C(=O)N1CCCSc1ccccc1	-0.3%[5.75 µM]
CCOC(=O)N1CCC(NS(=O)(=O)c2cc3c(cc2C)NC(=O)CO3)CC1	-3.4%
CCn1c(-c2cccc(Br)c2)n[nH]c1=S	-5.3%
COc1ccccc1N1CCN(C(=O)c2ccc(N3CCCC3=O)cc2)CC1	-0.9%
C[C@H]1[C@@H](O)[C@@H](C)/C=C\C=CCC\C=C/C=C\C=C/C=C[C@@H](O[C@H]2O[C@@H](C)[C@@H](O)[C@@H](N)[C@@H]2O)C[C@@H]2O[C@@](O)(C[C@@H](O)[C@H]2C(=O)O)C[C@@H](O)[C@@H](O)CC[C@@H](O)C[C@@H](O)C[C@@H](O)CC(=O)O[C@H]1C	-2.0%[12.8 µM]
COc1ccc(F)cc1S(=O)(=O)NC1CCCCCC1	-2.3%
COc1cccc(-c2cncnc2NCCc2cnc[nH]2)c1	6.5%
COc1ccc(-c2nc3cnc(N4CCOCC4)nc3n(C)c2=O)cc1	-5.6%
Cc1ccc(CN2C(=O)/C(=C3\SC(N4CCOCC4)=NC3=O)c3cc(Br)ccc32)cc1	4.9%
O=C(Cn1cnc2c(nnn2-c2ccccc2)c1=O)NCc1ccco1	9.7%
O=P(CO)(Cc1ccccc1)Cc1ccccc1	8.5%
CCN(CCO)C(=O)CC(c1ccccc1)c1cc(Br)ccc1O (centres undefined)	-1.3%
CSc1cccc(NC(=O)c2nnn(Cc3ccccc3)c2N)c1	-2.0%
O=C(CSc1nc2c([nH]c3ccccc32)c(=O)n1-c1ccccc1)N1CCOCC1	13.9%
CCOC(=O)c1sc(-c2ccccc2)cc1NC(=O)CSc1nnnn1C	-5.5%
NC(=NC(=O)c1ccccc1)C1=C(O)CCC1=O	14.0%
O=C(Nc1sc2c(c1C(=O)NC1CC1)CCCCCC2)c1ccco1	1.2%
Cc1nc(NCc2ccccc2)c2nc(-c3ccccc3)n(CCCN3CCCCC3C)c2n1 (centres undefined)	13.0%
COc1ccccc1CN1CC[C@@]2(CCCN(C(=O)Oc3ccccc3)C2)C1	-2.9%
O=C1CC(c2ccccc2)CC(O)=C1C=NCCN1CCN(C(=O)Cc2ccccc2)CC1 (centres undefined)	1.4%
O=C(CN1CCC2(CC1)OCCO2)c1c[nH]c2ccccc12	-2.1%
CC1=C(C#N)C(NC(=O)c2ccco2)(C(F)(F)F)C(=O)N1 (centres undefined)	-5.5%
CCOC(=O)c1ccccc1NC(=O)CN(c1ccccc1OC)S(C)(=O)=O	0.1%
